Bioassay records: PubChem, Sanford-Burnham Center for Chemical Genomics
CYP2C19 activ = cytochrome P450 2C19 (human) activation; recombinant CYP2C19, luciferin-H EGE luminescence; active compounds read high; 0 = fully inhibited enzyme, 1 = untreated enzyme; 96,000 tested, under 10 active; activation factor at 5 µM;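 active = activation factor of at least 2 at 5 µM in the primary screen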;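 note: 0 = wells with 2.5 mM tranylcypromine and 1 = vehicle-only wells; values of inactives mirror those of a sister screen read the other way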
CYP2C9 activ = CYP2C9 (human) activation; P11712; recombinant CYP2C9, luciferin-H conversion, luminescence; active compounds read high; factor 1 = untreated enzyme, 0 = blocked; activation factor at 5 µM; 1.4% of 96,000 active; AID 1024;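 active = activation factor of 2 or more for CYP2C9 at a 5 µM dose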;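 note: 0 = sulfaphenazole-blocked wells and 1 = vehicle-only wells; values of inactives mirror those of a sister screen read the other way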
MT1-MMP txn act = MT1-MMP promoter transcription activation | HT1080 MT1-MMP promoter luciferase reporter, luminescence, overnight; active compounds read high | activation factor at 10 µM | 0.16% of 86,000 active | AID 750;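 active = activation factor of at least 2 for MT1-MMP transcription at 10 µM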
CD11b adhes inh = inhibitors of human CD11b/CD18 binding to fibrinogen | P05107+P11215 | K562 CD11b/CD18 adhesion to fibrinogen, ATPlite luminescence; Mn2+ added to activate the integrin | inhibition, % at 10 µM | 0.54% of 93,000 active;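 active = primary inhibition of 50% or more at 10 µM, then 40% or more on retest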; note: some results filed as inactive read as strong as hits
CD11b adhes enh = enhancers of human CD11b/CD18 binding to fibrinogen; P05107+P11215; K562 CD11b/CD18 adhesion to fibrinogen, ATPlite luminescence; activation, % at 10 µM; 0.07% of 93,000 active; AID 1499;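 active = 10 µM primary screen giving 50% or more activity, confirmed by 40% or more on retest at that dose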; note: strong numbers were not always called active; reference of the scale not given here
PLAP act = activates human placental alkaline phosphatase. purified PLAP enzyme, luminescent substrate read-out; active compounds read high. P05187. 1.2% of 96,000 active. activation fold at 20 µM. AID 696; in the data active = activation fold above about 2
CYP2C9 inh = human CYP2C9 inhibition; CYP2C9 Supersomes, luciferin-H conversion, luminescence; inhibition, % at 5 µM; 20% of 96,000 active;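 active = blocking of liver enzyme CYP2C9 beyond about 50% at 5 µM, limit read from the data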; note: values of inactives mirror those of a sister screen read the other way
Pyk2 oligo antag = blocks oligomerization of human Pyk2 in cells; Q14289; Q293 cells, Pyk2 FERM NanoBiT luminescence; active compounds read low; 0.83% of 99,000 active; z-score (the deposit names both 25 µM and 10 µM); AID 1347419;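 active = Z-score of -3 or lower, scaled per plate to the spread of control and sample wells; inactive = z-score above -3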;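 note: negative z-score means lost luminescence so less FERM oligomerization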
Target sequence (Q14289 whole entry, looked up): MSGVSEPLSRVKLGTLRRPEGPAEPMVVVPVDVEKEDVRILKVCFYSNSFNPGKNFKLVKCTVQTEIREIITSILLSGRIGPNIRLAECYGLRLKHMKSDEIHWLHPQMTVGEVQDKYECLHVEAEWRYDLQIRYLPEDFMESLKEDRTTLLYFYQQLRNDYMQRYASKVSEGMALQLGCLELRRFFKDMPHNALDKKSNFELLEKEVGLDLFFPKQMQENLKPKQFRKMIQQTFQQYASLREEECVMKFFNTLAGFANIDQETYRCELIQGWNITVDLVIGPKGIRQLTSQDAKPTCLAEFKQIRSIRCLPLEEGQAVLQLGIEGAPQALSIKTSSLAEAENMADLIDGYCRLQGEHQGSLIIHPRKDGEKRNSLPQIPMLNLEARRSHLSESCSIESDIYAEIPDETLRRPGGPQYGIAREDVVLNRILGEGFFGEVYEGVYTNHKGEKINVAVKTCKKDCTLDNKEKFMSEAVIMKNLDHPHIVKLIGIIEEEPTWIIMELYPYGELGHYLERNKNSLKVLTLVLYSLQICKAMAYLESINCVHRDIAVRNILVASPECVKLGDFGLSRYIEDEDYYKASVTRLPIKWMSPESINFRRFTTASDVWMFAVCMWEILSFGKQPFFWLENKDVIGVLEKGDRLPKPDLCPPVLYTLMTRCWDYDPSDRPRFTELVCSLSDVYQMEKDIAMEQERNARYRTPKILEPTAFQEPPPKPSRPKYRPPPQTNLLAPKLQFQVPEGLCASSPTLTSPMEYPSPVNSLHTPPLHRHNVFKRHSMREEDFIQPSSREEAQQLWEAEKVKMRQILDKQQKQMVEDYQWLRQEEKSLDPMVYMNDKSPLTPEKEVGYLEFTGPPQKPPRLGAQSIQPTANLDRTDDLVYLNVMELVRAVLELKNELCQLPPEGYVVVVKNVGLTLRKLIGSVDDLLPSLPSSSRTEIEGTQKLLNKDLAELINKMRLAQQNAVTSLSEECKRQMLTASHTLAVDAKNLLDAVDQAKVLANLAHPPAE
CYP2C19 inhib = inhibitors of human CYP2C19; P33261; CYP2C19 Supersomes, luciferin-H EGE luminescence, 30 min; inhibition, % at 5 µM; 21% of 96,000 active; AID 778;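 active = CYP2C19 inhibition above a set limit at 5 µM in the primary screen, cut at about 50% in these data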;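 note: plate controls were negative control wells for no effect and 2.5 mM tranylcypromine positive control for full effect; values of inactives mirror those of a sister screen read the other way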
The depositor's hits bear a star; x = not tested or not shown. This is a random part of the collection. Share with any hit: about 31%.

SMILES	CYP2C19 activ	CYP2C9 activ	MT1-MMP txn act	CD11b adhes inh	CD11b adhes enh	PLAP act	CYP2C9 inh	Pyk2 oligo antag	CYP2C19 inhib
O=C(NCc1cccnc1)C1c2ccccc2C(=O)N1C1CCCCCC1 (centres undefined)	0.3	0.8	1	-15	-4	0.9	20	0.09	68*
CC1(C)C2CCC1(CS(=O)(=O)N1CCCc3ccccc31)C(=O)C2 (centres undefined)	0.6	3.2*	1.4	0	5	1	-222	-0.64	42
CCCCOP(=O)(c1ccc(N(C)C)cc1)C(O)c1ccccc1F (centres undefined)	0.7	1	1.2	19	-1	1.3	5	0.61	34
O=C(NCc1ccccn1)c1cc(S(=O)(=O)N2CCN(c3ccccc3)CC2)ccc1Cl	0.8	0.7	1.2	21	-1	1.4	29	0.25	25
COCCOC(=O)c1[nH]c2c(c1C)C(=O)CC(c1cc(OC)ccc1OC)C2 (centres undefined)	0.9	0.4	1.1	10	2	0.9	59*	x	8
O=C(c1cn(-c2ccccc2)nc1-c1ccncc1)N1CCCCC1	0.5	0.5	1.1	4	0	0.9	48	-0.33	52*
CC1CCCN(S(=O)(=O)c2cccc(-c3cn4cccnc4n3)c2)C1 (centres undefined)	0.7	0.8	1.2	-1	0	0.9	24	-0.61	27
Cc1ccc(NC(=O)Cn2nc(C)c3ccccc3c2=O)c(C)c1	0.4	1.6	1.2	-2	-1	1.2	-59	0.42	56*
Cc1ccccc1C(=O)N1CCC(C(=O)O)CC1	1.1	0.9	1.1	-13	-2	0.9	9	0.37	-10
COc1ccc(C(C(=O)NC2CCCC2)N(C(=O)c2ccoc2C)c2ccc(C)cc2)cc1 (centres undefined)	0.5	0.3	x	-1	0	1.5	73*	-1.5	50*
O=C(CSc1nnc(Cc2cccs2)n1-c1ccccc1)NCc1ccc2c(c1)OCO2	0.8	0.4	1.2	-17	-4	1.2	59*	0.67	20
CCC(=O)n1nc(-c2ccc(OC)cc2)nc1N	0.9	1	1.1	x	x	0.9	-3	0.49	13
COc1ccc(Cl)cc1-c1nc(-c2ccncc2)no1	0.2	0.6	1.3	3	-4	0.8	38	0.4	79*
COCCN(C(=O)Nc1ccccc1)c1ccccc1	0.8	0.9	1.1	-14	-1	0.9	7	-0.31	15
COc1ccc(C)cc1NC(=O)COC(C)=O	1	1.2	x	23	0	1.3	-23	0.58	0
O=C(CSc1nnc2ncccn12)N1CCCCCC1	1	1	1.1	-26	5	0.8	1	1.4	3
COc1ccc2c(c1)CCc1c(C(=O)Nc3c(C)nn(Cc4ccccc4)c3C)noc1-2	1.1	0.9	1.1	45	-4	0.9	8	-1.1	-5
O=C(NCc1ccco1)c1ccc(COCC(F)(F)C(F)F)cc1	1	0.9	1	-2	0	1.1	12	-0.01	-1
O=C(COC(=O)CCC(=O)c1cccs1)Nc1cccc(S(=O)(=O)N2CCOCC2)c1	0.4	0.7	1.1	x	x	1	30	0.24	64*
COc1ccc(Sc2ccccc2CN(C)C)cc1OC	0.4	0.7	x	-24	-4	1.2	26	-0.01	57*
CN(C1CCCCC1)S(=O)(=O)c1ccc(Cl)c(C(=O)O)c1	0.9	0.9	1	-12	-4	0.9	7	1.7	5
O=C(CN1C(=O)C2CC=CCC2C1=O)NCc1ccc2c(c1)OCO2 (centres undefined)	1.1	1.1	1.1	24	-1	1.1	-8	-0.09	-8
COc1ccc(/C=N/NC(=O)Nc2cccc3nsnc23)c(OC)c1	1	0.9	x	-15	5	0.9	7	-1.7	0
O=C(NCC1OCCc2ccccc21)c1ccco1 (centres undefined)	0.8	1	1.1	-28	-3	1.1	3	2.7	16
CC(C)c1nc2sc3c(NCc4ccccc4)ncnc3c2c2c1COC(C)(C)C2	1.1	1	1	-11	2	0.9	-4	-1.3	-10
Later entries
SMILES	CYP2C19 activ	CYP2C9 activ	MT1-MMP txn act	CD11b adhes inh	CD11b adhes enh	PLAP act	CYP2C9 inh	Pyk2 oligo antag	CYP2C19 inhib
CCOC(=O)CN(C(=O)Cn1nnc2ccccc21)C(C(=O)NCCOC)c1ccccc1 (centres undefined)	0.8	0.7	1.1	-1	-4	1.4	32	0.52	24
Cc1ccccc1Nc1nc(CSc2nnnn2-c2ccccc2)cs1	0.1	0.5	1	-18	6	0.8	51*	-0.16	94*
COc1cccc(NC(=O)C2CCN(S(C)(=O)=O)CC2)c1	1.1	1.1	1.3	7	-1	1	-11	0.42	-14
COc1ccccc1S(=O)(=O)Cc1ccc(C(=O)N2CCN(c3ccc(C)cc3)C(C)C2)o1 (centres undefined)	0.4	0.1	x	19	1	1.4	91*	x	55*
COc1ccc(C(=O)NCCc2nnc(SCC(=O)Nc3ccccc3)n2C)cc1	0.9	0.6	1.3	-56	0	1	37	1	12
CCCc1nc(NC(C)=O)c(C#N)c(-c2ccco2)c1CC	0.8	0.7	x	2	2	1	34	-1.2	17
Cc1ccc(C(=O)Nc2ccon2)cc1S(=O)(=O)N1CCCC1	0.4	1	1.3	-4	-2	0.8	4	-0.55	58*
Cc1cccc(OCc2nnc(SCC(=O)N3CCN(C(=O)c4ccco4)CC3)n2C)c1C	1	0.9	1.3	8	-2	1.5	6	0.58	1
CC1=CCC2C(=O)N(c3ccc(C(=O)N4CCCCCC4)cc3)C(=O)C2C1 (centres undefined)	1	0.7	1.2	0	1	1.1	29	1	-4
CCCC(=O)Nc1ccc(C(=O)N/N=C/c2cccnc2)cc1	0.9	1.1	x	-9	-2	1	-11	1.1	10
CCn1c(O)c(C=Nc2ccccc2)n(-c2ccccc2)c1=S	0.9	1	1.1	22	-2	1.1	2	2.1	13
Cc1nc(SCC(=O)Nc2cc(C)on2)c2c(=O)n(C)c(=O)n(C)c2n1	0.9	0.9	1	1	-1	0.9	12	x	7
CCOC(=O)N1CCC(N2Cc3cccc(C(=O)Nc4ccc(CC)cc4)c3C2=O)CC1	0.1	0	1.1	0	-2	1.7	100*	0.14	94*
CCCCNC(=O)CN1C(=O)NC2NC(=O)NC21 (centres undefined)	1.1	1.1	x	8	22	1.1	-11	x	-12
CC(OC(=O)C1=COCCO1)C(=O)Nc1ccc(Oc2ccccc2)cc1 (centres undefined)	0.7	0.8	x	0	-2	1.1	19	-1.5	32
CC(=NCCc1ccccc1)C1=C(O)CSC1=O	0.3	0.6	1.1	-12	1	0.9	39	1.2	67*
Cc1cc(C(F)(F)F)nn1CC(=O)Nc1cccnc1	0.9	0.8	1.1	x	x	1.2	20	-0.91	10
CC(=O)COc1ccccc1OC(=O)c1ccco1	1.1	1.2	x	8	-4	0.8	-18	0.55	-12
O=C(CN1CCOCC1)Nc1nc(-c2ccc3c(c2)CCN3S(=O)(=O)c2ccccc2)cs1	0.3	0.1	1	37	27	2*	86*	-3*	68*
CCCC(C)NC(=O)/C=C/c1cccc([N+](=O)[O-])c1 (centres undefined)	0.7	0.8	x	-3	-6	0.9	21	0.31	26
O=c1cc(CO)occ1OCc1cccc(F)c1	0.7	1.2	x	x	x	1.1	-20	0.59	26
CCc1cccc(OCCCCNCCO)c1	1.1	1.1	1.1	1	0	0.9	-12	1.3	-8
CCCCn1c(-c2cc(Cl)ccc2OC)n[nH]c1=S	0.3	0.7	0.9	9	3	1.6	29	-0.52	72*
CC(C)Oc1ccccc1C1Nc2ccccc2C(=O)N1c1ccc2c(c1)OCCO2 (centres undefined)	0.1	0	x	3	-6	1.6	96*	0.06	95*
COc1ccccc1NC(=O)CN1CCN(CC(=O)Nc2ccc(OCc3ccccc3)cc2)CC1	0.1	0.2	1.1	x	x	1.2	79*	0.24	87*

In the list so far, 4 have two or more sulfur atoms:
SMILES	CYP2C19 activ	CYP2C9 activ	MT1-MMP txn act	CD11b adhes inh	CD11b adhes enh	PLAP act	CYP2C9 inh	Pyk2 oligo antag	CYP2C19 inhib
O=C(CSc1nnc(Cc2cccs2)n1-c1ccccc1)NCc1ccc2c(c1)OCO2	0.8	0.4	1.2	-17	-4	1.2	59*	0.67	20
O=C(COC(=O)CCC(=O)c1cccs1)Nc1cccc(S(=O)(=O)N2CCOCC2)c1	0.4	0.7	1.1	x	x	1	30	0.24	64*
Cc1ccccc1Nc1nc(CSc2nnnn2-c2ccccc2)cs1	0.1	0.5	1	-18	6	0.8	51*	-0.16	94*
O=C(CN1CCOCC1)Nc1nc(-c2ccc3c(c2)CCN3S(=O)(=O)c2ccccc2)cs1	0.3	0.1	1	37	27	2*	86*	-3*	68*

The list continues.
SMILES	CYP2C19 activ	CYP2C9 activ	MT1-MMP txn act	CD11b adhes inh	CD11b adhes enh	PLAP act	CYP2C9 inh	Pyk2 oligo antag	CYP2C19 inhib
CCOC(=O)CN1CC23C=CC(O2)C(C(=O)Nc2ccc(C(C)=O)cc2)C3C1=O (centres undefined)	1.1	0.9	1.1	14	1	0.9	5	x	-10
COc1cccc(C(C(=O)Nc2ccc(F)cc2)N(C(=O)Cn2nnc3ccccc32)C2CC2)c1 (centres undefined)	0.6	0.6	x	x	x	1.3	37	1.2	44
CCCS(=O)(=O)N1CCN(C(=O)c2ccc(-c3ccccc3)cc2)CC1	0.8	0.8	x	-2	0	1.5	19	0.44	21
CC(C)c1ccc(NC(=O)CCN2C(=O)c3ccc([N+](=O)[O-])cc3C2=O)cc1	0.9	0.9	x	21	-1	1	14	0.96	8
O=C1CC(c2ccco2)Sc2nc3ccccc3n21 (centres undefined)	0.6	0.7	1.8	14	-1	1	26	0.59	42
CCCNS(=O)(=O)c1ccc2c(c1)CCCN2C(C)=O	1	1	1.2	-4	-4	1.2	4	0.02	1
CCOc1ccc(N(CC(=O)NCc2cccc(OC)c2)S(=O)(=O)c2c(C)noc2C)cc1	0.4	0.8	1.1	-41	-2	1	21	-0.21	60*
COc1ccc(OC)c(-c2oc3ccccc3c(=O)c2O)c1	0.7	0.6	1.2	-9	3	0.9	43	0.42	26
O=c1c2cccnc2[nH]c(=S)n1CCCN1CCN(c2ccccc2F)CC1	0.9	0.9	1.2	-1	-2	1.1	8	0.79	10
CCN(CC)S(=O)(=O)c1cccc(C(=O)NCC2CCCO2)c1 (centres undefined)	1.1	1	x	13	-3	0.9	-3	1.6	-11
O=C(Cn1nnc2ccccc21)N1CCCCC1	0.8	1	1.2	9	-1	0.9	4	0.19	20
Cc1nc2ccccn2c1/C(O)=C1\C(=O)C(=O)N(CCN2CCOCC2)C1c1cccs1 (centres undefined)	1	0.9	1.4	x	x	1.3	11	0.25	1
O=C(O)c1ccccc1C(=O)c1cccs1	1	1	1.1	2	-1	1	3	0.38	-4
C=CCNCC#CCOc1ccc(OC)cc1	0.2	0.9	1.5	-34	-4	0.8	13	1.4	76*
Cc1ccc2oc(-c3ccc(NC(=O)CC(C)C)cc3)nc2c1	0.9	0.7	1.3	18	-2	0.8	33	-0.58	10
COc1cccc(-c2cc(C(F)(F)F)n3ncc(S(=O)(=O)c4ccccc4)c3n2)c1	0.8	0.8	x	x	x	1	17	1.1	24
CSc1nc(NCCOCCO)c2sc3nc(-c4ccco4)c4c(c3c2n1)CCC4	0.7	0.4	1	-18	68	1.4	63*	-0.52	27
O=C(Nc1nc2ccccc2n1CCN1CCCCC1)c1ccco1	1	1	1.1	-5	2	1.4	1	0.33	-2
Nn1c(SCC(=O)Nc2ccc3c(c2)OCO3)nnc1C1CC1	1	0.6	1	-3	1	0.8	42	-0.17	-4
Cc1cc(C)nc(Nc2nc3ccccc3[nH]2)n1	1.1	1.1	1.5	x	-3	1.3	-11	-0.66	-14
CSc1ccccc1C(=O)Nc1cccc(C(C)=O)c1	1	0.7	x	-12	-2	0.9	28	0.64	3
CCOC(=O)CCC(NC(=O)c1ccc(NCN2C(=O)CCC2=O)cc1)C(=O)OCC (centres undefined)	1	1	1.1	2	-4	1.1	-2	0.73	5
Cc1nc2ccc(N3C(=O)CCC3=O)cc2[nH]1	1.1	1.1	1.1	-4	-1	1.1	-10	-0.49	-14
CC1(C)NC(=O)N(CCSc2ccc(Cl)cc2)C1=O	0.1	0.5	1.1	30	-2	1.1	50*	-0.34	93*
